From PubChem BioAssay
TNAP activation fold: human TNAP enzyme activators, primary screen, biochemical, luminescent, no phosphate acceptor, uHTS (AID 1001) | Alkaline phosphatase, tissue-nonspecific isozyme (Homo sapiens) | purified TNAP, luminescent activation assay, no phosphate acceptor; higher activation fold means a stronger effect | one-dose activation fold at 20 µM; EC50 in µM for titrated hits | actives 0.03% (n = 200,000); in the data active = activation fold from about 3, or a potency from the dose series; inactive = the rest, 99 in 100 with activation fold below about 1.6; note: many of its hits are not listed in these tables
Yfh1-depleted yeast: enhancers of respiration in Yfh1-depleted yeast, dose response, Friedreich's ataxia, plus single-dose screen (AID 1465) | actives 0.074% (n = 220,000) | fold induction at 50 µM; hits with a dose series show EC50 in µM | S. cerevisiae Yfh1-off respiration, WST-1 reduction, 72 h; higher fold induction means a stronger effect;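 active = fold induction of absorbance versus untreated yeast above a set limit, then at least 30% activation at any dose in follow-up; inconclusive = repeats straddling the limit, or above it without dose testing; inactive = fold induction below the set limit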;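 note: activators that raise dye reduction in frataxin-depleted yeast; strong numbers were not always called active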
human PMI inhibitors: human PMI inhibitors, high substrate, primary screen, biochemical, fluorescence intensity, high mannose 6-phosphate (AID 1220) | Mannose-6-phosphate isomerase (Homo sapiens) | recombinant PMI enzyme, coupled fluorescence intensity; higher % means a stronger effect | inhibition, % at 20 µM, or IC50 in µM where a hit was titrated | actives 0.66% (n = 190,000)
WT yeast gro inh: growth inhibition of WT strain, primary screen, mitochondrial fusion inhibitor project, WT and mutant strains, chemical genetic | mitochondrial fusion phenotypic screen | inhibition, % at 10 µM | actives 2.1% (n = 190,000) | AID 1362, 2008; in the data active = inhibition above about 58%; tested in S. cerevisiae
XIAP antagonists: XIAP antagonists, biochemical, IAP family, fluorescence polarization (AID 1018); one-dose displacement, % at 20 µM; IC50 in µM for titrated hits; E3 ubiquitin-protein ligase XIAP (Homo sapiens); XIAP BIR domain, fluorescence polarization peptide displacement; higher % means a stronger effect; actives 0.007% (n = 200,000); in the data active = displacement above about 50%; note: a part of the inactive calls stands beside numbers as strong as those of hits
M17LAP inhibition: P. falciparum M17LAP inhibitors, primary screen, biochemical, fluorogenic H-Leu-NHMec substrate, 1536-well (AID 1619); Leucine aminopeptidase (Plasmodium falciparum (isolate 3D7)); recombinant M17LAP, H-Leu-NHMec fluorogenic kinetic assay; higher % means a stronger effect; one-dose inhibition, % at 30 µM; IC50 in µM for titrated hits; actives 0.38% (n = 220,000);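 active = compound inhibiting the enzyme by more than half at any dose during confirmatory dose-response retesting; inconclusive = strong single-dose inhibitors picked by rank but not retested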;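 note: plate controls were full reaction with DMSO carrier for no effect and no enzyme background for full effect; strong numbers were not always called active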
LYP phosphatase: inhibitors of LYP phosphatase, biochemical, fluorescence intensity, uHTS (AID 1779) | Tyrosine-protein phosphatase non-receptor type 22 (Homo sapiens) | recombinant LYP phosphatase, fluorescence intensity; higher % means a stronger effect | inhibition, % at 11.5 µM; hits with a dose series show IC50 in µM | actives 0.054% (n = 290,000);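 note: plate controls were vehicle with enzyme for no effect and no enzyme for full effect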
PMI inhibitors: inhibitors of human PMI, primary screen, biochemical, fluorescence intensity, coupled assay (AID 1209) | Mannose-6-phosphate isomerase (Homo sapiens) | purified PMI enzyme, coupled fluorescence intensity; higher % means a stronger effect | inhibition, % at 20 µM, or IC50 in µM where a hit was titrated | actives 0.42% (n = 190,000);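 note: plate controls were DMSO vehicle for no effect and wells lacking substrate for full effect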
M1AAP inhibition: P. falciparum M1AAP inhibitors, biochemical, fluorogenic H-Leu-NHMec substrate, 1536-well (AID 1445) | Aminopeptidase N (Plasmodium falciparum (isolate 3D7)) | actives 0.42% (n = 220,000) | recombinant M1AAP, H-Leu-NHMec fluorogenic kinetic assay; higher % means a stronger effect | one-dose inhibition, % at 30 µM; IC50 in µM for titrated hits;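 active = primary inhibition above the hit cutoff, then over 50% inhibition at one or more dose response concentrations, cut at about 23% in these data, passing the limit was not always enough; inconclusive = conflicting primary data, or primary hits not chosen for dose response; inactive = low primary inhibition, or under 50% at every dose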;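 note: plate controls were DMSO full reaction for no effect and no enzyme background for full effect; strong numbers were not always called active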
WT yeast gro inh mutant strain: second read-out of WT yeast gro inh, no call of its own (marks repeat the call); inhibition, %; mitochondrial fusion phenotypic screen, mutant strain inhibition
Numbers without * were called inactive; i = inactive; ? = inconclusive; · = not tested or not shown. Cut-off read from the data, not from the text of the source, unless noted: active = inhibition above about 50%; inactive = the rest.

SMILES	TNAP activation fold	Yfh1-depleted yeast	human PMI inhibitors	WT yeast gro inh	WT yeast gro inh mutant strain	XIAP antagonists	M17LAP inhibition	LYP phosphatase	PMI inhibitors	M1AAP inhibition
COc1ccc(C)cc1NC(=O)CN(C)S(=O)(=O)c1cc(C)ccc1OC	1	i	5.4%	6.6	3.4	-1.6%	-0.8%	-3.6%	4.1%	-1.4%
CC(C)(C)c1ccc(C(=O)N2CCC(=O)N(C(CO)Cc3ccccc3)CC2)cc1 (stereo not given)	1.1	i	-6.1%	12.7	-0.3	-12.2%	17.2%	-4.9%	-1.7%	-5.1%
Cc1cc(Cl)c2ccccc2n1	1.1	i	0.2%	-23.5	7.3	-1.1%	-8.7%	-8.7%	-7.7%	1.5%
O=C1N(Nc2ccccc2)C(c2ccc(Br)cc2)C12CCCC2 (stereo not given)	1.1	i	-2.3%	14.1	19.1	-1.1%	0.8%	0.5%	-0.3%	1.5%
Cc1ccc(N2C(=O)CC(NNC(=O)c3cccc(S(=O)(=O)N4CCCC4)c3)C2=O)cc1 (stereo not given)	1.4	i	7.6%	-10.9	15.4	-7.2%	0.5%	1.8%	14.7%	7.8%
Cc1ccc(C(=O)C(OC(=O)c2cnccn2)c2ccccc2)cc1C (stereo not given)	1.1	i	11.2%	2.9	-10.4	-5.7%	15.9%	-9.5%	11.3%	1.1%
COc1ccc(C2=Nn3c(nnc3-c3cccnc3)SC2)cc1OC	1.1	i	2.6%	·	·	-6.6%	·	-2.6%	4.7%	·
COc1cc(CC2COC(c3ccc(O)c(OC)c3)C2COC(C)=O)ccc1O (stereo not given)	·	i	·	·	·	·	-2.8%	-9.6%	·	7.0%
COc1ccc(NC(=O)/C(C#N)=C\c2cc(C)n(-c3ccc(Oc4ccc([N+](=O)[O-])cn4)cc3)c2C)cc1	1.1	i	-10.4%	12.5	-32.6	-6.8%	-0.3%	-1.1%	-3.8%	-4.2%
COc1ccc(/C=C/c2nc(-c3ccccc3O)n[nH]2)cc1OC	1.5	i	4.6%	20.5	8.2	-17.2%	5.2%	0.0%	22.5%	11.4%
COC(=O)c1ccc(CSc2nc(N)cc(N)n2)cc1	1.1	i	13.0%	6.0	19.0	2.5%	-0.7%	4.6%	12.6%	1.5%
CCCNCCC(c1ccco1)c1ccccc1OC (stereo not given)	1	i	1.0%	-6.7	-2.5	-4.6%	10.1%	-5.4%	7.7%	7.4%
O=C(COc1ccc(Cl)cc1)N1CCN(c2ncccn2)CC1	1.2	i	-5.7%	2.9	-6.3	-1.5%	-1.0%	-7.7%	-15.9%	-7.1%
CCOC(=O)Cc1cc(OC)c(OC)cc1Cc1cc(OC)c(OC)cc1CC(=O)OCC	1	i	2.6%	-20.2	-3.5	-5.9%	-1.6%	-6.4%	10.4%	0.4%
Nc1nc(NC(=O)CCCC(=O)O)nn1-c1ccccc1	1.1	i	0.5%	7.1	10.7	-1.4%	4.9%	-9.9%	3.8%	3.8%
CCOc1ccc(NC(=O)Cn2c(=O)oc3ccccc32)cc1	1.1	i	1.0%	-7.6	5.0	-8.0%	27.0%	-9.9%	5.6%	-1.7%
COc1cccc(Cn2nnc(C(=O)Nc3cc(Cl)ccc3OC)c2N)c1	1.2	i	-2.9%	8.2	-8.7	0.2%	0.1%	-5.4%	4.3%	-2.1%
CN(C1CCCCC1)S(=O)(=O)c1ccc(S(=O)(=O)N2CCCC2)cc1	1	i	12.1%	-7.2	-0.8	-4.6%	-1.2%	-2.2%	17.2%	6.3%
Cc1ccc(Cn2nc(C)c(NC(=O)c3cc(-c4ccc5c(c4)OCO5)on3)c2C)cc1	1.3	i	-3.1%	19.5	18.3	-1.5%	-9.5%	-5.9%	8.9%	7.7%
CCC(=O)OCC(=O)Nc1ccc(OC)cc1[N+](=O)[O-]	1.1	i	-0.8%	2.0	3.5	-4.7%	17.5%	1.0%	-4.7%	8.1%
O=C(NC(=S)Nc1ccc(S(=O)(=O)N2CCCC2)cc1)c1cccs1	0.7	i	0.6%	13.4	1.1	-4.3%	-9.2%	-2.0%	19.5%	3.7%
Cc1ccc(C(=O)N/C(=C\c2ccc(-c3ccc(Br)cc3)o2)C(=O)NCCCN(C)C)cc1	1	i	-3.2%	2.7	15.8	-4.3%	22.0%	-7.2%	10.7%	?
CCC(C)(C)NC(=O)c1cc([N+](=O)[O-])ccc1N1CCCCC1	1	i	-0.7%	-5.7	-15.8	-3.7%	-2.8%	-5.5%	-1.4%	11.0%
C=C(C)C1CC=C(C)/C(=N/NC(=O)COc2cccc3ccccc23)C1 (stereo not given)	1.1	i	10.1%	11.8	-6.3	-4.2%	-1.4%	6.4%	0.0%	1.2%
O=C(NC(=S)NCCN1CCOCC1)c1ccc(Cl)cc1Cl	1.1	i	0.4%	0.9	11.8	2.6%	3.4%	-10.0%	-5.4%	-5.2%
COc1cc(C(c2sc3nc(C)nn3c2O)N2CCC3(CC2)OCCO3)cc(OC)c1OC (stereo not given)	1.1	i	2.1%	5.4	-8.5	-1.6%	2.3%	0.5%	5.8%	-3.4%
COc1ccccc1CNC(=O)c1ccccc1N(C)S(C)(=O)=O	1.1	i	-1.2%	9.4	15.9	-0.1%	1.2%	-3.6%	-3.2%	-1.4%
Cc1cc(C(C)(C)C)cc(C)c1COC(=O)C1CCC(=O)N1 (stereo not given)	1	i	-1.0%	15.2	-24.7	-0.8%	-3.9%	-2.6%	2.5%	3.8%
O=C(NCCc1cccs1)C12CN(Cc3ccccc3)CC1C(c1cccc([N+](=O)[O-])c1)=NO2 (stereo not given)	0.9	i	0.2%	16.2	15.5	-5.1%	-3.0%	3.5%	-0.4%	-3.3%
O=C1NC(=O)[C@@H]2C3c4ccccc4C=CN3[C@H](C(=O)c3cccs3)[C@H]12 (stereo not given in full)	1	i	30.0%	-9.4	-17.7	1.6%	-0.9%	0.8%	-20.4%	15.6%
Cc1nc2cc(C(=O)NCCN3CCOCC3)ccc2n1-c1ccc(F)cc1F	1	i	-0.3%	12.2	1.5	-2.5%	3.0%	1.6%	1.1%	1.0%
CSc1ccc(/C=C/C(=O)OCC(=O)N(C)CCC#N)cc1	1.1	i	2.2%	1.5	1.0	-8.9%	-18.2%	0.2%	0.7%	11.6%
CCOCC(=O)Nc1sc2c(c1C(=O)OCC)CCCC2	1	·	14.7%	10.3	1.3	-6.9%	7.4%	1.0%	13.2%	5.6%
CCN(CC)S(=O)(=O)c1ccc2c(c1)c(=O)c(C(=O)NCCCN(C)c1ccccc1)cn2C	1.1	i	9.7%	4.0	12.0	-2.8%	-8.8%	-3.4%	13.1%	7.2%
COc1ccc(Cl)cc1NC(=O)CCc1nc(-c2ccccc2F)no1	1	i	2.6%	24.1	2.4	-4.0%	3.7%	-4.7%	2.9%	0.8%
Cc1cc(C)cc(N(C(=O)CNC(=O)c2ccco2)C(C(=O)NC2CCCC2)c2cccnc2)c1 (stereo not given)	1.1	i	-4.2%	-20.3	-9.1	0.4%	7.1%	-4.0%	-9.7%	2.4%
CCCCn1c(=O)c(C(=O)c2ccccc2)nc2ccccc21	1.1	i	5.7%	-8.8	-1.6	0.6%	8.7%	-1.9%	7.4%	10.0%
O=C(NCCc1csc(-c2ccc(C(F)(F)F)cc2)n1)c1cccs1	1	i	19.2%	52.5	26.4	-8.6%	-4.4%	1.1%	15.4%	5.7%
COc1ccc(C2=CC(c3c(C)nn(-c4ccccc4)c3Cl)n3nnnc3N2)cc1OC (stereo not given)	1	i	10.1%	-19.3	-4.2	-2.8%	-15.7%	-5.3%	1.1%	9.0%
N/C(=N\c1nc(CSc2ccccn2)cc(=O)[nH]1)Nc1ccc(Cl)cc1Cl	·	i	·	·	·	·	5.2%	-4.4%	·	2.3%
COc1ccc(-n2nc([N+](=O)[O-])c(=NCCCN3CCCC3=O)n2O)cc1	1	i	-3.5%	-15.2	15.8	-5.5%	-4.5%	-4.9%	-6.5%	8.6%
CCOC(=O)NC(=O)COC(=O)Cc1cc(OC)c(OC)c(OC)c1	1.1	i	11.2%	-0.1	8.0	-5.1%	9.3%	-7.9%	20.0%	0.8%
Cc1cc(SCc2cc(=O)n3ccsc3n2)nc2ccccc12	0.9	i	-0.7%	7.1	-10.7	-6.8%	-3.9%	0.8%	4.3%	0.1%
CCOC(=O)C1CCN(C(=O)c2oc3ccc(S(=O)(=O)N4CC(C)CC(C)C4)cc3c2C)CC1 (stereo not given)	1	i	8.0%	4.9	-3.3	2.4%	10.8%	7.2%	17.3%	-3.3%
c1ccc(COc2ccc(OCCN3CCCCC3)cc2)cc1	1	i	-9.5%	21.6	37.8	1.9%	11.2%	-4.5%	-3.2%	-2.6%
Nc1ccc(-c2nc3ccc(C(=O)O)cc3s2)cc1	1.1	i	31.1%	8.4	-4.3	-13.4%	i	-92.0%	15.1%	25.7µM*
COc1ccc(/C=N/NC(=O)c2nc(Cl)c(Cl)c(N)c2Cl)cc1COc1ccc(F)cc1F	1	i	10.4%	-3.2	-10.7	-6.2%	-14.1%	1.1%	4.4%	-1.6%
Cc1ccc(S(=O)(=O)CCC(=O)NCc2ccccc2)cc1	1.1	i	-5.4%	3.8	19.2	-7.2%	-3.9%	-12.1%	-9.6%	1.4%
Cc1cccc(NC(=O)c2ccc(CN3CCc4ccccc4C3)cc2)c1C	1.1	i	5.6%	20.1	17.4	-1.4%	-3.9%	-4.2%	6.6%	-1.2%

Retrieved by structure from the entries so far (4):
SMILES	TNAP activation fold	Yfh1-depleted yeast	human PMI inhibitors	WT yeast gro inh	WT yeast gro inh mutant strain	XIAP antagonists	M17LAP inhibition	LYP phosphatase	PMI inhibitors	M1AAP inhibition
Cc1cc(SCc2cc(=O)n3ccsc3n2)nc2ccccc12	0.9	i	-0.7%	7.1	-10.7	-6.8%	-3.9%	0.8%	4.3%	0.1%
c1ccc(COc2ccc(OCCN3CCCCC3)cc2)cc1	1	i	-9.5%	21.6	37.8	1.9%	11.2%	-4.5%	-3.2%	-2.6%
Nc1ccc(-c2nc3ccc(C(=O)O)cc3s2)cc1	1.1	i	31.1%	8.4	-4.3	-13.4%	i	-92.0%	15.1%	25.7µM*
Cc1ccc(S(=O)(=O)CCC(=O)NCc2ccccc2)cc1	1.1	i	-5.4%	3.8	19.2	-7.2%	-3.9%	-12.1%	-9.6%	1.4%
